Nrf2 activator = activators of Nrf2 (ARE) signaling; AREc32 ARE-luciferase reporter (MCF7-derived line), luminescence, 24 h; 0.31% of 410,000 active; Potency, µM (series often up to 46.1 µM), for inactives: at the top dose activation, usual class: activators; note: potency is the fitted concentration of half-maximal effect; % of control where 0% means no effect; nearly all actives have a fitted effect of over 65% in size
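AREc32 cells carrying an ARE-driven firefly luciferase reporter were seeded at 1000 cells/well in OPTI-MEM with 5% FBS, then exposed to compound for 24 hr at 37 deg C. Luminescence was read with Steady-Glo after 30 min at RT.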
A549 viability = kills or reduces viability of A549 cells in Nrf2 counter-screen; 0.16% of 390,000 active; Potency, µM (highest dose often 46 µM), without a hit: top-dose activity change, negative = cytotoxicity, most hits filed as inhibitors; AID 504648; A549 ARE-Fluc cells, CellTiter-Fluor viability, 18-24 h; note: potency is the fitted concentration of half-maximal effect; % is set by controls: 0 for no effect and ±100 for the full control effect
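A549 ARE_Fluc cells in 5% FBS OPTI-MEM were exposed to compounds in concentration-response for 18-24 h at 37 deg C. Viability was read by CellTiter-Fluor fluorescence (Ex 405/Em 525) after 30 min, before the luciferase read.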
TGFb inhibitor = blocks TGF-b signaling; HepG2 CAGA-GFP TGF-b/SMAD3 reporter, GFP fluorescence, 18 h; TGF-beta stimulated, 500 pg/mL final; Potency, µM (top dose mostly 46.1 µM), inactives show top-dose activity, negative = inhibition, usual class: inhibitors; 1.2% of 410,000 active; note: potency is the fitted concentration of half-maximal effect; % is set by controls: 0 for no effect and ±100 for the full control effect; nearly all actives have a fitted effect of over 65% in size
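HEPG2 CAGA-GFP cells (1000/well, DMEM with 1% FBS) were pre-incubated 2 h at 37 degrees C, given compound by pin tool, then stimulated with TGF-beta at 500 pg/mL final for 18 h before per-cell GFP fluorescence imaging.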
ATXN viability = cell viability loss in ATXN counter-screen. S2 cells (HEK-293 line with an ATXN2-luciferase reporter) viability, CellTiter-Fluor protease fluorescence, 24 h. Potency, µM (doses to about 56.7 µM), hits mostly cytotoxic. 0.49% of 400,000 active. AID 651635; note: potency is the fitted concentration of half-maximal effect; nearly all actives have a fitted effect of over 40% in size
EPAC2 agonist = EPAC2 (human) agonism | Q8WZA2 | EPAC2 activation, biochemical qHTS; response scale: 100% = 6.5 mM cAMP response | Potency, µM (doses to about 154 µM), for the others: at the top dose activation, usual class: activators | 0.079% of 360,000 active; note: potency is the fitted concentration of half-maximal effect; nearly all actives have a fitted effect of over 50% in size
Target sequence (Q8WZA2 whole entry, looked up): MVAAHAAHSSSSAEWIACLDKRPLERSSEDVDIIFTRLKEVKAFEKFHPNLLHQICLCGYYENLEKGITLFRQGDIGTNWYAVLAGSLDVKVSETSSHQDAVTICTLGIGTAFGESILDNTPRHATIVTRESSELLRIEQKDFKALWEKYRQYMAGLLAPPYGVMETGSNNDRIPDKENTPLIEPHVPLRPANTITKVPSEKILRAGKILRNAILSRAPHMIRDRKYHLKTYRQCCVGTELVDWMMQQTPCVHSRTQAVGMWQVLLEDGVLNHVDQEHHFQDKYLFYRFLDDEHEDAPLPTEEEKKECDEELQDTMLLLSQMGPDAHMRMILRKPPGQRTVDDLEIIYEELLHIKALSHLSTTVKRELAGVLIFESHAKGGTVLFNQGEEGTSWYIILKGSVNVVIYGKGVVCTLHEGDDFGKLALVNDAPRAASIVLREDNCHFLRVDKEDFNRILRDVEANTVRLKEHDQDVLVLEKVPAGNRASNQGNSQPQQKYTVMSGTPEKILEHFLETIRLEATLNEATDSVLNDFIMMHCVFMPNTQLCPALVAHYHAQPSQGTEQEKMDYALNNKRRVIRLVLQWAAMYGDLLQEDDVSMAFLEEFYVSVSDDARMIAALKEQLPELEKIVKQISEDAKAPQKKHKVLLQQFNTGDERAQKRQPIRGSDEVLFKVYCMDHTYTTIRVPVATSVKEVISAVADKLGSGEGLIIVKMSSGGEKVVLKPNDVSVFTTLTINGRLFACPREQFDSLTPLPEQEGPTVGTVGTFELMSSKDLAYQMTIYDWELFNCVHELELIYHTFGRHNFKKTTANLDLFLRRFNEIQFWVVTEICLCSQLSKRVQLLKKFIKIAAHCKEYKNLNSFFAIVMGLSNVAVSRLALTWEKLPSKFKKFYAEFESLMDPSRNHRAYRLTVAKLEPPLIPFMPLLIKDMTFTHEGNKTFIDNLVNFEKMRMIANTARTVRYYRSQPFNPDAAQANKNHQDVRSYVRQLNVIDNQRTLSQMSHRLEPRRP
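Each well held 100 nM EPAC2, 250 nM RAP1B-BODIPY-GDP and 50 uM GDP. Fluorescence, read at 5-min intervals to 30 min, was referenced to a 6.5 mM cAMP positive control.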
HepG2 tox = counter-screen for TGF-b inhibitors: cytotoxicity in HepG2 cells. HepG2 CAGA-GFP viability, ATP luminescence, 18 h. Potency, µM (titrated, usually from 46.1 µM), for the others: at the top dose activity change, negative = cytotoxicity, most hits filed as cytotoxic. 0.76% of 410,000 active. AID 588856; note: potency is the fitted concentration of half-maximal effect; some results filed as inactive show a strong effect at the top dose
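HepG2 CAGA-GFP cells (1000/well, DMEM with 1% FBS) received compound, then TGF-beta at 500 pg/mL final, and were incubated 18 hours at 37 degrees C. Viability was read by CellTiter-Glo luminescence. Media-only wells were set as complete cell-killing and DMSO as no toxicity.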
IL2 activator = IL-2 activation | IL-2 activation reporter assay, cell-based qHTS; stimulated with anti-CD3/CD4/CD28 beads; in transgenic mouse T cells | activation, % (series mostly up to about 46 µM) | 0.065% of 360,000 active | AID 652025; in the data active = activation above about 50%; inconclusive = mostly about 30% to 49%; note: 0% is about no effect
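First, unstimulated transgenic mouse T cells were exposed to compound for 60 min. Next, anti-CD3/anti-CD4-coated beads with anti-CD28 were added. Finally, after 18 h at 37 degrees C, EGFP and DsRed were imaged.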
ATXN2 expr inh = inhibitors of ATXN2 expression; HEK-293 ATXN2-luciferase reporter, luminescence, 24 h; Potency, µM (highest dose often 57 µM), for inactives: at the highest dose activity change, negative = inhibition, most hits filed as inhibitors; 0.72% of 360,000 active; note: potency is the fitted concentration of half-maximal effect; % is set by controls: 0 for no effect and ±100 for the full control effect; nearly all actives have a fitted effect of over 55% in size
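ATXN2-luciferase reporter cells (luciferase flanked by upstream and downstream ATXN2 gene portions) were treated 24 h at 37 °C with compounds at up to 57 uM. SteadyGlo luminescence gave expression; GF-AFC fluorescence gave viability.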
Nrf2 inh = blocks Nrf2 signaling; A549 ARE-Fluc reporter, luciferase luminescence, 18-24 h; Potency, µM (series often up to 46 µM), inactives show at the highest dose activity change, negative = inhibition, usual class: inhibitors; 2.1% of 360,000 active; note: potency is the fitted concentration of half-maximal effect; % is set by controls: 0 for no effect and ±100 for the full control effect; nearly all actives have a fitted effect of over 60% in size
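In this cell-based qHTS, ARE-driven firefly luciferase in A549 cells reports Nrf2 activity; the luminescent signal after BugLite lysis is the measured value, with a prior CellTiter-Fluor read for cell health.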
The depositor's hits bear a star; i = inactive; ? = inconclusive; . = no result given; [ ] = remark or other dose. Unless noted, calls come from the whole dose curve; as a rule, active = well fitted curve in the direction sought with a large enough effect; inconclusive = small, poorly fitted or top-dose-only effect, or another doubt; inactive = no such curve, though single readings can be large; an effect the other way counts as inactive or inconclusive.

Compound	Nrf2 activator	Nrf2 inh	ATXN viability	IL2 activator	A549 viability	HepG2 tox	EPAC2 agonist	TGFb inhibitor	ATXN2 expr inh
O=C(NCC1CCCO1)C(C(=O)c1ccccc1)n1ccccc1=O (stereo not given)	-0.8%	-6.3%	i	-1.6	-4.3%	-1.2%	2.8%	5.5%	-10.2%
COc1cc(C2C(=O)N(C3CCCCCC3)CC(=O)N2Cc2ccccc2)ccc1OC(C)C (stereo not given)	6.8%	.	.	.	13.4%	-21.5%	.	-7.3%	.
Cc1ccc2ccccc2c1NC(=O)c1ccco1	-0.4%	3.1%	i	0.4	-0.4%	-18.5%	9.1%	-2.8%	.
Clc1ccc(Nc2nc(-c3cccnc3)cs2)cc1	15.7%	?	i	-0.2	1.3%	4.3%	-0.7%[15.6 µM]	7.1%	39.4%[activator]
COCCNC(=O)C(c1ccc(F)cc1)N(C(=O)CCC(=O)Nc1nccs1)c1ccc(C)cc1 (stereo not given)	0.0%	-0.2%	i	-1.4	3.7%	-2.8%	-0.8%	-4.9%	-2.5%
COC(=O)C1CCN(S(=O)(=O)c2c[nH]c(=O)[nH]c2=O)CC1	-0.2%	.	i	-0.9	.	-13.2%	15.1%	3.4%	.
COc1ccc(OC)c(C(c2nnnn2CCc2ccccc2)N2CCC(C(N)=O)CC2)c1 (stereo not given)	0.3%	-5.9%	i	-1.5	-3.3%	-24.5%	-10.6%	-1.5%	3.2%
Oc1cc(NCCc2cccnc2)cc2cccnc12	-1.8%	1.4%	?	0.3	-0.1%	11.2µM*	7.3%	?	39.8µM*
CCS(=O)(=O)N1CCCC(C(=O)NC2CCCCC2C)C1 (stereo not given)	3.6%	9.8%	i	-0.3	-8.0%	-2.0%	2.0%	-12.2%	9.0%
Cc1ccccc1OCCSc1nc2ccc(NC(=O)c3cccc(F)c3)cc2s1	-0.2%	?	?	.	-9.6%	-76.1%	.	?	-10.4%
C=CC(=O)Nc1ccc(N(C)c2ccnc(Nc3ccc(N4CCN(C)CC4)cc3)n2)cc1	5.0%	14.8%	14.1µM*	-0.6	7.31µM*	-2.9%	0.9%	?	-37.3%
O=S(=O)(Nc1ccc(NS(=O)(=O)c2ccccc2)c(Cl)c1)c1ccccc1	0.3%	-25.5%	i	-0.2	0.7%	3.8%	10.2%	-7.4%	-15.2%
Cc1cc(C)c(S(=O)(=O)NCCn2c(C)cc3ccccc32)c(C)c1	0.0%	4.6%	i	-0.7	2.0%	-47.1%	2.5%	?	0.7%
COC(=O)c1ccccc1NS(=O)(=O)c1c(C)noc1C	-0.4%	0.4%	i	-3.4	-0.3%	9.1%	4.9%	0.3%	0.6%
COc1ccc(OC)c(NC2c3ccccc3C(=O)N2c2cccnc2)c1 (stereo not given)	1.7%	17.3%	i	0.5	-5.4%	5.7%	-6.1%	-0.4%	0.6%
Cc1ccccc1-c1noc(CCC(=O)NCCc2ccccc2)n1	0.0%	-19.2%	?	0.3	0.0%	-18.7%	-1.2%	-3.3%	.
COc1ccc(N(CC(=O)Nc2c(C)n(C)n(-c3ccccc3)c2=O)S(=O)(=O)c2ccccc2)cc1OC	-0.4%	0.8%	i	-3.6	5.5%	21.6%	7.2%	30.4%	-19.3%
CC1(C(=O)NS(=O)(=O)c2cccc(Cl)c2)CCN1C(=O)CC1CC1 (stereo not given)	-1.0%[9.22 µM]	.	i	-0.1	.	-9.0%	9.1%	1.1%	0.0%
O=C(N/N=C/c1sc(N2CCCCC2)nc1-c1cccs1)c1cccnc1	-0.9%	?	i	0.8	?	-27.5%	5.7%	-25.4%	-10.4%
C#CCOC(=O)Nc1ccc(=O)n(Cc2c(Cl)cccc2Cl)c1	-0.3%	-12.4%	.	-0.4	0.5%	-19.2%	-0.9%	0.0%	.
COc1cc(CN2CCC(C(=O)NC3CCCC3)CC2)ccc1O	-0.7%	3.7%	i	0.3	-5.7%	-17.7%	12.6%	-2.8%	-1.5%
O=C(Cn1c(=O)oc2cc(S(=O)(=O)N3CCCC3)ccc21)N1CCc2ccccc2C1	0.0%	1.5%	i	0.5	-3.1%	-1.5%	2.4%	-0.7%	-11.9%
CCCCNC(=O)c1cc2nc(-c3ccccc3)cc(C(F)(F)F)n2n1	2.9%	-18.4%	i	0.9	0.0%	-3.8%	-4.8%	-0.9%	-37.3%
COc1ccccc1CNC(=O)C1CCN(S(=O)(=O)N2CC(C)CC(C)C2)CC1 (stereo not given)	-0.5%	1.6%	i	-2.2	17.9%	-7.5%	-2.0%	-5.0%	1.0%
CC1CCCC(NC(=O)Cn2c(Cl)nc3c2c(=O)n(C)c(=O)n3C)C1C (stereo not given)	-0.8%	-29.0%	i	3.2	1.6%	-0.1%	6.9%	16.2%	1.1%
Oc1ccc(N=Nc2nccs2)c(O)c1	3.4%	-9.3%	10µM*	0.4	-17.9%	-45.5%	-1.4%	?	?
CN1CCC(C)(C(=O)Nc2cccc3c2CCCC3)C1 (stereo not given)	-1.5%[9.22 µM]	.	i	0.4	.	-18.7%	6.5%	-0.8%	-11.2%
C[C@H](CO)N1C[C@H](C)[C@@H](CN(C)Cc2ccccc2)Oc2c(NC(=O)c3ccncc3)cccc2C1=O	2.5%	-14.5%	i	-0.6	-1.0%	-27.2%	6.2%	-14.0%	-16.5%
CC(C)Oc1ccc(C(=O)Nc2ccccc2N2CCOCC2)cc1	-0.3%	15.0%	i	-3.7	24.2%	-3.4%	10.8%	2.4%	.
Cc1ccc(NC(=O)c2cc3c(CO)cnc(C)c3oc2=Nc2cccc(C(N)=O)c2)cc1	-0.8%	-6.5%	i	-1.8	-4.3%	-19.3%	12.2%	-9.7%	-18.6%
O=C(Nc1cccc(S(=O)(=O)N2CCCCC2)c1)c1ccc(OCC2CCCO2)cc1 (stereo not given)	0.2%	0.9%	.	-0.1	0.0%	-3.1%	15.3%	1.9%	-11.0%
Cc1ccc(S(=O)(=O)N(C)CCCC(=O)N2CCOCC2)cc1	-1.1%	10.1%	i	0.4	-9.9%	7.1%	-6.4%	0.0%	9.1%
CCOc1ccc(NC(=O)CSc2nnc(C(C)C)n2CC)cc1	0.2%	-15.5%	i	-3.3	0.4%	-2.9%	4.5%	-5.9%	4.9%
Cc1cc(C)n(Cc2ccc(NC(=O)c3ccc(COc4ccccc4Br)cc3)cc2)n1	-0.6%	.	?	-3.6	?	-12.8%	-1.8%	40.6%[activator]	?
COc1ccc(NS(=O)(=O)c2cc(NC(=O)c3ccc(=O)[nH]n3)ccc2C)cc1	-0.3%	-34.0%	i	-1.0	-2.9%	4.3%	6.6%	-1.3%	.
COc1ccc2nc3oc(C(=O)Nc4cccc(C(F)(F)F)c4)cc3cc2c1	0.2%	.	.	.	7.5%	-18.0%	.	-10.0%	.
FC(F)Oc1ccccc1/C=N/Nc1nc2ccccc2o1	15.6%	8.2%	i	-0.2	0.8%	-18.8%	0.4%	-9.8%	21.4%
COc1cc(/C=C/C(=O)OCC(=O)c2c(N)n(C)c(=O)n(C)c2=O)ccc1OCC#N	5.5%	?	i	-0.1	-4.6%	-28.2%	7.8%	0.9%	-15.2%
Cc1ccc(C(=O)Nc2ccc(F)cc2)o1	3.7%	7.7%	i	-0.8	1.5%	-21.0%	0.7%	-16.6%	39.6%[activator]
O=C(CSc1nnc(-c2ccncc2)n1CC1CCCO1)Nc1cccc(O)c1 (stereo not given)	0.2%	2.5%	i	-1.3	-7.4%	-0.4%	4.7%	10.7%	2.6%
Cc1cccnc1NC(=O)CCc1c[nH]c2ccccc12	-0.2%	1.8%	i	-3.1	7.8%	-43.8%	9.7%	-2.5%	4.6%
COc1ccc(CCNC(=O)c2cc(-c3ccccc3O)n[nH]2)cc1OC	-0.7%	2.5%	.	-0.5	-8.2%	-0.3%	1.7%	-14.3%	.
Cc1nn(C(=O)c2nn(C)cc2[N+](=O)[O-])c(C)c1Br	-0.5%	-13.4%	i	-5.8	-1.5%	-1.2%	-6.9%	-1.0%	-2.0%
CC1CCCCN1CCCNC(=O)c1sc2ncccc2c1-n1cccc1 (stereo not given)	2.8%	.	i	.	1.4%	3.9%	.	28.5%	10.9%
CC(C)(C)c1ccc(NC(=O)COc2ccc(-n3ccnc3)cc2)cc1	0.5%	.	i	-0.5	?	-20.3%	27.7%	-11.1%	-25.8%
O=C(Nc1ccc(OC(F)F)cc1)Nc1cccc(C(F)(F)F)c1	0.1%	20.6µM*	?	-0.2	?	8.91µM*	-2.3%	?	?
CCN1CCN(CCCNC(=O)CNC(=O)c2nn(-c3ccc(OC)cc3OC)c(=O)c3ccccc23)CC1	4.1%	-1.5%	i	0.2	1.6%	-11.5%	15.6%	-11.2%	-3.4%
Cc1cn2c(nc(=O)c3cccnc32)s1	-0.5%	-29.4%	i	-0.2	-0.7%	3.8%	-1.8%	5.8%	9.7%
CCOC(=O)Cc1[nH]nc2c1C(c1cccc(OC)c1OC)C(C#N)=C(N)O2 (stereo not given)	-0.2%	2.7%	i	1.5	-6.6%	2.7%	-9.1%	-2.0%	-2.2%
CC(=O)c1ccc(NC(=O)CN2C(=O)NC(C)(C3CCCCC3)C2=O)cc1 (stereo not given)	-0.2%	5.1%	i	0.6	-0.4%	-1.7%	7.0%	-5.3%	8.6%
